GALK inhibitor – GALK (human) enzyme inhibition; P51570; recombinant GALK, Kinase-Glo ATP luminescence, 1 h; Potency, µM (highest dose often 57.5 µM), for inactives: at the top dose activity, negative = inhibition, usual class: inhibitors; 44,000 tested, under 10 active; AID 1347072;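 also: plate controls were full GALK reaction for no effect and reaction lacking GALK for full effect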
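5 nM GALK with 35 µM ATP and 100 µM galactose in HEPES pH 8.0, MgCl2, NaCl, DTT, BSA; 1 h RT reaction, remaining ATP detected by Kinase-Glo Plus luminescence after 10 min; qHTS concentration series.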
B2AR arrestin ag – agonists recruiting beta-arrestin to human beta2-adrenergic receptor; AID 1347077; 44,000 tested, under 10 active; HTLA Tango cells, beta-arrestin recruitment, luciferase luminescence, 18 h; Potency, µM (top dose mostly 46.1 µM), inactives show at the top dose activation, most hits filed as activators; P07550;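 also: potency is read from the fitted curve at half-maximal effect; 0% = DMSO and full agonism = EC100 isoproterenol or metaproterenol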
Target sequence (P07550 whole entry, looked up): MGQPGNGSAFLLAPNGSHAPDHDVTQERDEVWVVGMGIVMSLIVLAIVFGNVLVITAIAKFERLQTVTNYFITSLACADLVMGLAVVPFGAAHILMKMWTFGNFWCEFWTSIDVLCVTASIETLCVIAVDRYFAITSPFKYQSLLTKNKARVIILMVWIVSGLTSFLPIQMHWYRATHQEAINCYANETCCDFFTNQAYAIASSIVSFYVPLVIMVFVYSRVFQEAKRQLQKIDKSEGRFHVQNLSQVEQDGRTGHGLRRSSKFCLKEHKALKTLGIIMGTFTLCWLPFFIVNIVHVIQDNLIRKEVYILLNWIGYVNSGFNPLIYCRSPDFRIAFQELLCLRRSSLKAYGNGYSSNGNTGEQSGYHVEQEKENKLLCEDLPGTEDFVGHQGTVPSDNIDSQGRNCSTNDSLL
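Ligand-induced beta-arrestin recruitment to recombinant beta2-AR is measured via a tTA-driven luciferase reporter in Tango cells after 18 hr compound exposure at 37 degrees C. Concentrations span up to 46 microM.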
PTAP-TSG101 blk – blocks PTAP binding to human TSG101, validation. Q99816. Fluorescence polarization, FITC-PTAP peptide/Tsg101, 20 min. 44,000 tested, under 10 active. Potency, µM (titrated, usually from 115 µM), for inactives: at the highest dose activity change, negative = inhibition, most hits filed as inhibitors; also: potency is read from the fitted curve at half-maximal effect; 0% is about no effect
Target sequence (Q99816 whole entry, looked up): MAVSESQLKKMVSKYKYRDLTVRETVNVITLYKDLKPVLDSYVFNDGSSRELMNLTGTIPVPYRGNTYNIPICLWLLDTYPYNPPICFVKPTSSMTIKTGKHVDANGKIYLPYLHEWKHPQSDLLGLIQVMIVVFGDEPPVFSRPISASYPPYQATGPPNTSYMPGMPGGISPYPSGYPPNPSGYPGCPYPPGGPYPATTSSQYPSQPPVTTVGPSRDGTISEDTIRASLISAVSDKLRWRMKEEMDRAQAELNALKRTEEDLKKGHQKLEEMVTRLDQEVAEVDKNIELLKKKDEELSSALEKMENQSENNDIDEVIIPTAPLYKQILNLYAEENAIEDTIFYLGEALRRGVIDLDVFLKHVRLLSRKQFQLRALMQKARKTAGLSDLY
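Fluorescence polarization binding of Tsg101 binding domain (10 uM final) to FITC-labeled PTAP-motif peptide (50 nM final) in HEPES pH 7.5/NaCl/Tween 20/EDTA/TCEP buffer; 20 min at r.t. Actives by curve class, <25 µM, efficacy <60% inhibition.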
p53null 32C kill – selectivity test: cytotoxicity in p53 null cells, permissive temperature. H1299-neo p53 null cells, ATP luminescence, 24 h, 32C. Potency, µM (doses to about 46.1 µM), for the others: at the highest dose activity change, negative = cytotoxicity, hits mostly cytotoxic. 0.62% of 55,000 active;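 also: potency is read from the fitted curve at half-maximal effect; 0% = DMSO only and -100% = full killing by 100 µM tamoxifen; nearly all actives have a fitted effect of over 55% in size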
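H1299-neo (p53 null) cells, 600/well, treated 24 h at 32C with compound up to 46 uM; ATPlite luminescence viability, normalized to DMSO and 100 uM tamoxifen; AC50 by Hill fit.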
p53null 39C kill – selectivity test: cytotoxicity in p53 null cells, nonpermissive temperature. 0.97% of 55,000 active. H1299 p53-null (neo) cells, 39C, ATPlite viability, 24 h. AID 904. Potency, µM (titrated, usually from 46.1 µM), for the others: at the highest dose activity, negative = cell killing, usual class: cytotoxic;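 also: potency is read from the fitted curve at half-maximal effect; 0% = DMSO only and -100% = full killing by 100 µM tamoxifen; nearly all actives have a fitted effect of over 50% in size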
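Concentration-response (up to 46 uM) was run for 24 h at the nonpermissive 39C on H1299-p53A138V or H1299-neo cells. ATP content was measured with ATPlite luminescence. AC50 values were Hill-modeled after normalizing between DMSO and 100 uM tamoxifen killing.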
NTMT1 inhibitor – blocks human N-terminal methyltransferase 1 activity; 2.5% of 59,000 active; Potency, µM (titrated, usually from 114 µM), without a hit: top-dose activity change, negative = inhibition, hits mostly inhibitors; NTMT1 MTase-Glo SAH luminescence, purified enzyme;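 also: potency is read from the fitted curve at half-maximal effect; plate controls were DMSO vehicle for no effect and no enzyme for full effect; nearly all actives have a fitted effect of over 65% in size; many of its hits are not listed in these tables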
Target sequence (Q9BV86 whole entry, looked up): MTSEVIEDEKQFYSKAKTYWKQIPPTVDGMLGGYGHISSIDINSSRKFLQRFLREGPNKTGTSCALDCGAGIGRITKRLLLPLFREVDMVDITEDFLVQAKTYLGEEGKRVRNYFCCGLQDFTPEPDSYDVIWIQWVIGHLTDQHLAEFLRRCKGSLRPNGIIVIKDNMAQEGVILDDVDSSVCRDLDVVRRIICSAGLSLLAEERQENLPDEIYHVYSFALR
FH mod – Identification of activators of human fumarate hydratase by quantitative high-throughput screening; Fumarate hydratase, mitochondrial (Homo sapiens), P07954; FH coupled MDH/diaphorase resazurin fluorescence, 15 min; Potency, µM (titrated, usually from 79.9 µM), without a hit: at the highest dose activity change, negative = inhibition, usual class: inhibitors; 0.22% of 54,000 active; AID 1347055, 2019; also: potency is read from the fitted curve at half-maximal effect; % is scaled to controls: 0 for no effect and ±100 for the full control effect; the screen sought activators but most active calls are inhibition curves; nearly all actives have a fitted effect of over 45% in size
Numbers without * were called inactive; ? = inconclusive; . = no result given; [ ] = dose if it differs, or a comment. Calls follow the shape of the dose curve; as a rule, active = well fitted curve in the direction sought with a large enough effect; inconclusive = small, poorly fitted or top-dose-only effect, or another doubt; inactive = no such curve, though single readings can be large; an effect the other way counts as inactive or inconclusive. Some of the compounds tested (hit frequency here may not be typical).

smiles,GALK inhibitor,B2AR arrestin ag,PTAP-TSG101 blk,p53null 32C kill,p53null 39C kill,NTMT1 inhibitor,FH mod
CCCCNC(=O)CCCn1c(=O)c2ccccc2n(Cc2c(C)cc(C)cc2C)c1=O,-1.9%,1.7%,-0.9%,4.8%,-12.8%,-2.1%,0.2%
COc1ccc(S(=O)(=O)c2c(O)c3ccc(C(=O)NCc4ccc(F)cc4)cc3[nH]c2=O)cc1,4.1%,-0.9%,-0.4%,-5.1%,-8.8%,-3.0%,-30.7%
CCCCCn1cc2c(c1-c1ccccc1Br)c(=O)n(C)c(=O)n2C,0.3%,6.6%,-6.4%,8.9%,-17.2%,-2.5%,5.4%
CCCOc1ccc(C(=O)N(Cc2ccco2)Cc2ccco2)cc1,3.6%,-2.5%,-1.8%,1.7%,-20.8%,-5.1%,-18.8%
Cc1ccc(-n2c(SCC(=O)Nc3ccc4c(c3)OCO4)nc3c([nH]c4ccccc43)c2=O)cc1,0.9%,?,-6.1%,-5.9%,4.2%,4.5%,-20.1%
Cc1cc(O)c(C(c2ccccc2Cl)N2CCN(c3ccccc3)CC2)c(=O)n1Cc1ccco1 (stereo not drawn),1.9%,-0.7%,-5.8%,5.1%,?,2.5%,-24.4%
Cc1ccc(-c2nnc(Nc3ccc(O)cc3)c3ccccc23)cc1S(=O)(=O)NC(C)(C)CO,-3.4%,0.6%,-10.5%,-1.7%,?,-5.5%,?
CCCc1ccc(OCC(=O)Nc2sc3c(c2C(=O)OCC)CCC(C(C)(C)C)C3)cc1 (stereo not drawn),-0.5%,0.8%,-1.7%,0.1%,-0.5%,?,-1.6%
CC(=O)Nc1nonc1-c1nnc(SCC(=O)Nc2ccccc2)n1-c1ccccc1,0.0%,-3.8%,-7.6%,-8.9%,-9.8%,-1.5%,4.4%
Cc1ccc(-c2nc(CS(=O)CC(=O)N3CCN(c4cccc(Cl)c4)CC3)c(C)o2)cc1 (stereo not drawn),-3.0%,0.1%,-7.1%,4.7%,?,-1.1%,-23.5%
Cc1ccc(C)c(CNC(=O)CCn2cccn2)c1,1.3%,-0.7%,-2.7%,-2.8%,2.1%,-2.5%,-9.7%
CCOC(=O)N1CCc2c(sc3c2C(=O)NC(c2ccc(C(=O)OC)cc2)N3)C1 (stereo not drawn),4.4%,-0.5%,0.8%,8.2%,?,1.2%,-1.5%
CCOc1ccc(NC(=O)c2cc(C)nc3c2c(C)nn3-c2ccc(C)cc2)cc1,-1.3%,0.0%,6.7%,-1.0%,-11.9%,-1.3%,-12.9%
CCC(Sc1nnc(-c2ccc(F)cc2)c(-c2ccc(F)cc2)n1)C(=O)NC1CCCC1 (stereo not drawn),2.0%,-2.5%,-11.0%,-5.8%,5.3%,-4.7%,-7.5%
COC(=O)c1cc(S(=O)(=O)NCC2CCN(Cc3ccccc3F)CC2)c[nH]1,2.1%,-0.9%,-1.4%,-7.2%,-8.5%,0.5%,4.0%

An excerpt from above, showing only B2AR arrestin ag and NTMT1 inhibitor.
| Molecule | B2AR arrestin ag | NTMT1 inhibitor |
| --- | --- | --- |
| CCCc1ccc(OCC(=O)Nc2sc3c(c2C(=O)OCC)CCC(C(C)(C)C)C3)cc1 (stereo not drawn) | 0.8% | ? |
| CC(=O)Nc1nonc1-c1nnc(SCC(=O)Nc2ccccc2)n1-c1ccccc1 | -3.8% | -1.5% |

(list continues)
smiles,GALK inhibitor,B2AR arrestin ag,PTAP-TSG101 blk,p53null 32C kill,p53null 39C kill,NTMT1 inhibitor,FH mod
CCOC(=O)c1ccc(NC(=O)CSc2nc(C)c(Cc3ccccc3)c(=O)[nH]2)cc1,0.2%,0.5%,-1.9%,21.0%,-6.0%,2.0%,-6.7%
CCOc1ccc(CCNC(=O)CCCc2nnc3n(CCCOC)c(=O)c4sccc4n23)cc1,5.4%,0.4%,-1.1%,-4.6%,-26.5%,2.1%,-0.3%
Cc1cccc(N2CCN(S(=O)(=O)c3csc(C(N)=O)c3)CC2)c1C,-0.3%,0.2%,-3.6%,9.8%,11.3%,2.4%,-11.5%
Cc1cc(C)cc(OCC(=O)Nc2nc3c(s2)CC(C(C)(C)C)CC3)c1 (stereo not drawn),5.2%,-2.6%,1.4%,-23.5%,-21.5%,7.3%,-14.4%
COc1ccc(CCNC(=O)Cc2c(C)c3cc4c(C(C)(C)C)coc4c(C)c3oc2=O)cc1,2.8%,-2.2%,0.2%,-6.0%,-16.2%,?,-9.7%
Cc1ccc(Cn2c(C(=O)O)c(CNCCc3ccco3)c3ccc(C)cc32)cc1,0.2%,-0.6%,-2.9%,4.3%,0.9%,-2.9%,-14.0%
O=S(=O)(c1ccc(-c2cc(C(F)(F)F)on2)s1)N1CCN(c2ccc(F)cc2)CC1,2.3%,0.2%,0.0%,-2.0%,4.3%,11.4%,-1.9%
CC(C)(C)c1ccc(S(=O)(=O)N2CCC(c3ccncc3)CC2)cc1,0.7%,-2.6%,-0.7%,?,?,3.1%,-7.2%
CCCCc1ccc(NS(=O)(=O)c2ccc(N3CCCCS3(=O)=O)cc2)cc1,-6.0%,0.3%,-6.1%,43.6%[activator],21.3%,-0.6%,?
O=C(Cn1c(=O)nc(-c2ccccc2)c2cc(Cl)ccc21)NCc1ccccc1,0.4%,-0.4%,-3.4%,5.2%,-15.7%,-2.8%,-15.8%
CCOC(=O)C1=C(CS(=O)(=O)c2ccc(F)cc2)NC(=O)NC1c1ccc(OCC)c(OC)c1 (stereo not drawn),0.9%,0.8%,-0.3%,1.5%,1.9%,16.1%,-7.3%
Nc1nc(N)c(S(=O)(=O)c2ccccc2)c(Nc2ccccc2)n1,2.1%,0.2%,-2.2%,26.8%,-9.6%,-1.3%,-7.5%
COc1ccc(C(=O)/C=C/c2cn(CC(O)CN(CC(C)C)CC(C)C)c3ccccc23)cc1OC (stereo not drawn),1.1%,-3.3%,5.6%,7.9%,-2.2%,.,.
COc1ccc(CNC(=O)C2CCC(CNS(=O)(=O)c3ccc4c(c3)CCCC(=O)N4)CC2)cc1 (stereo not drawn),6.0%,0.0%,-1.2%,-5.6%,-16.3%,-6.4%,3.4%
COc1ccc(S(=O)(=O)c2cc3cc(OC)ccc3oc2=O)cc1,8.6%,-1.6%,-1.4%,0.5%,-8.6%,-8.0%,-2.2%
O=C(c1ccc(Nc2nc3ccccc3n3nnnc23)cc1)N1CCN(c2ccc(F)cc2)CC1,-6.4%,1.0%,6.4%,-1.7%,-19.3%,3.2%,-19.1%
Cc1cccc(NC(=O)C2CCCN(S(=O)(=O)c3ccc4c(c3)oc(=O)n4C)C2)c1 (stereo not drawn),-0.8%,-1.5%,1.3%,7.3%,4.0%,5.0%,7.3%
Cc1cc(Cl)ccc1OCC(=O)Nc1c(C(=O)c2ccccc2)oc2ccccc12,4.1%,0.5%,-3.1%,-5.0%,-20.8%,12.8%,6.7%
CC(C)OCCCNC(=O)C(=O)Nc1c2c(nn1-c1ccccc1)CS(=O)(=O)C2,-6.4%,-0.7%,14.6%,-5.2%,9.1%,17.3%,0.7%
Cn1c(=O)n(C)c2cc(NS(=O)(=O)c3ccc(Br)cc3)c(NCc3ccccc3)cc21,-1.4%,-2.2%,-10.8%,-9.5%,?,.,.
COCCCNC(=O)C1CCN(C(=O)c2ccc(-n3ccc4ccccc43)s2)CC1,-1.7%,-0.1%,3.1%,-3.3%,-14.2%,6.4%,?
CCC(=O)N1CCc2cc(S(=O)(=O)NC(C(=O)NCCc3cccc(C)c3)C(C)C)ccc21 (stereo not drawn),8.2%,0.6%,-1.5%,-7.2%,4.2%,13.7%,-4.1%
COc1ccc(Cn2ccnc2SCC(=O)NC2CCCC2)cc1,-0.1%,-0.2%,-2.1%,-7.9%,-3.9%,2.3%,2.9%
COc1ccc(NC(=O)c2ccco2)cc1NC(=O)COc1ccccc1,0.0%,0.4%,-7.0%,-5.1%,-12.8%,16.5%,6.5%
Cc1ccc(Cl)cc1NC(=O)c1sc2nc(-c3ccccc3)cn2c1C,0.6%,-1.6%,-3.4%,14.9%,23.5%,-3.3%,-13.7%
Cc1ccc(NC(=O)Nc2csc3c2CCCC3)c(C)c1,0.2%,-0.2%,-0.3%,-5.6%,-23.7%,0.8%,-2.8%
CCCCS(=O)(=O)CC(O)CSc1nc(-c2ccc(C)cc2)cc(-c2ccccc2)c1C#N (stereo not drawn),-0.1%,0.7%,0.9%,8.3%,18.0%,-1.1%,-22.0%
COc1ccc(CNC(=O)CCS(=O)(=O)c2ccc3c(c2)CC(C)N3C(=O)C2CC2)cc1 (stereo not drawn),3.0%,0.0%,-1.3%,9.1%,-2.5%,.,.
COCCCNC(=O)c1ccc(-c2nc(CS(=O)(=O)c3ccc(C)cc3)c(C)o2)cc1,-0.1%,-0.2%,0.5%,7.7%,17.4%,.,.
COc1ccccc1CNC(=O)C1CCN(C2=NS(=O)(=O)C(c3ccc(C)c(C)c3)=C2C)CC1,-0.1%,7.7%,0.3%,-25.1%,14.9%,-29.4%,-14.4%
COc1ccc2c(c1)c1c(c(=O)n(-c3ccc(C)cc3)c(=O)n1CC(=O)NCc1ccc(C)cc1)n2C,-1.2%,-0.2%,0.3%,-2.1%,8.6%,-7.5%,-2.9%
O=C(NC1CCCCCC1)C1CCN(C(=O)N2CCOc3ccc(Cl)cc32)CC1,?,-1.0%,-12.5%,22.0%,27.2%,10.6%,-2.2%
CCOc1ccc(C(=O)Nc2ccc3nc(SCC(=O)N4CCCC4)sc3c2)cc1,1.6%,-1.8%,2.7%,-8.6%,2.6%,13.4%,-4.6%
O=C(CCn1cnc2onc(-c3ccc(F)cc3)c2c1=O)N1CCN(c2ccccc2)CC1,2.6%,-0.8%,-1.3%,-1.5%,-7.8%,1.3%,-19.6%
Cc1ccc(-c2c(C(=O)N3CCN(c4cc(Cl)ccc4C)CC3)oc(=O)c3ccccc23)cc1,0.0%,-0.4%,-1.0%,-2.1%,6.6%,5.3%,-2.5%
CC1CCN(CCCNC(=O)CN2C(=O)CSc3ccc(S(=O)(=O)N4CCCCC4)cc32)CC1,-0.4%,-0.7%,-2.0%,1.1%,4.1%,?,-8.8%
COc1ccc(NC(=O)C2CCCN(C(=O)c3cnn(-c4ccc(F)cc4)c3-n3cccc3)C2)cc1 (stereo not drawn),2.1%,0.5%,-0.7%,9.8%,-9.4%,11.6%,-5.5%
CCC1CN(S(=O)(=O)c2cc(-c3cc(C)no3)ccc2C)c2cc(C)ccc2O1 (stereo not drawn),-8.8%,-0.4%,-0.1%,1.1%,17.5%,10.6%,-22.3%
COc1cc(NC(=O)N2CCC(CN3CCCCCC3)CC2)cc(OC)c1OC,0.6%,-1.3%,-6.7%,-1.2%,0.5%,?,1.5%
